CHRM1 agonist: human M1 muscarinic receptor agonists, primary screen, Fluo-8 calcium fluorescence, CHO-K1 cells, HTS; Muscarinic acetylcholine receptor M1 (Homo sapiens), P11229; CHO-K1 hM1, agonist mode; 0% DMSO, 100% acetylcholine EC100; activation, % at 3 µM; 360,000 tested, 0.33% active; AID 588814, 2011;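 active = activation above the run's mean compound activation plus 3 SD, cut at about 16% in these data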;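 note: peak over basal fluorescence ratio within a 140 s kinetic read after compound addition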
Target sequence (P11229 whole entry, looked up): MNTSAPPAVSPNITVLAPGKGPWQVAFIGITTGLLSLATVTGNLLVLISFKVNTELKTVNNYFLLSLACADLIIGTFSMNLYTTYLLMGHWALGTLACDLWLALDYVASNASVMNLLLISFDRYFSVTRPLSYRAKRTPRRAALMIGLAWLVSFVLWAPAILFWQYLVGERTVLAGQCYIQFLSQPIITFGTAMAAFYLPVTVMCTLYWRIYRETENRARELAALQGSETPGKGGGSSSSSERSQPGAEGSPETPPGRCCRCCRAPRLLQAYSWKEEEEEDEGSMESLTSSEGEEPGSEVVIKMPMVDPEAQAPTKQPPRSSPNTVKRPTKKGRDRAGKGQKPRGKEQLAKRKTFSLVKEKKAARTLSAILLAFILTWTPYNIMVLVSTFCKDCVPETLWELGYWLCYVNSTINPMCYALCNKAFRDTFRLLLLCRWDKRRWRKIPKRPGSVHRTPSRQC
CHO-K1 Ca ag: counter-screen for M1 agonists: effect in parental CHO-K1 cells. 360,000 tested, 0.48% active. AID 602248, 2012. activation, % at 3 µM. Fluo-8 calcium fluorescence; scaled to maximal ATP response, vehicle zero; in the data active = activation above about 15%;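 note: untransfected CHO-K1 host cells lacking M1 receptor as counterscreen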
TAAR1 antagonist: human TAAR1 antagonists, primary screen, Fluo-8 calcium fluorescence, CHO RD-HGA16 cells | Trace amine-associated receptor 1 (Homo sapiens), Q96RJ0 | antagonist | inhibition, % at 3 µM | 360,000 tested, 1.5% active;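 active = inhibition above a per-plate cutoff, the mean inhibition of test compounds on that plate plus 3 SD, cut at about 49% in these data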;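 note: 0% = DMSO plus EC80 beta-PEA response and 100% = DMSO alone without agonist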
Target sequence (Q96RJ0 whole entry, looked up): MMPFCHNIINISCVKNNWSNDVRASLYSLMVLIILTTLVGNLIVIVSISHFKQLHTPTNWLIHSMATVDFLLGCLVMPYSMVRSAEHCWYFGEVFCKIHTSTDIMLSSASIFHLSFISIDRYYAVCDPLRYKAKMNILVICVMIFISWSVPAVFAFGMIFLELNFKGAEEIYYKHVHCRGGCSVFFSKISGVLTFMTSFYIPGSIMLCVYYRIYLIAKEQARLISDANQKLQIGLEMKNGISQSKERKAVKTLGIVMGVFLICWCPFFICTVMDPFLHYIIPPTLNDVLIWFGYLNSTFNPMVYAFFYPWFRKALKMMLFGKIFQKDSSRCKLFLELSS
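Test system: hTAAR1-expressing CHO RD-HGA16 cells, Gα16-coupled; Probe or stimulus: EC80 β-phenethylamine stimulus; Compound dosing: single nominal final test compound concentration of 3 µM; Timing: 140 s kinetic read after compound, 140 s after agonist; Signal: Fluo-8 calcium-sensitive fluorescence; Measure: % inhibition of agonist calcium response; Controls: DMSO and EC80 PEA controls.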
M1 PAM parental: nonselective calcium activators in parental CHO-K1 cells, primary screen, counter-screen for M1 PAM project, cell-based, Fluo-8 calcium fluorescence, full deck, 1536-well; ATP EC20; 0% at ATP EC20, 100% at ATP max; activation, % at 3 µM; 360,000 tested, 0.02% active;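 active = activation above the run cutoff, the mean activation of all test compounds plus 3 SD, cut at about 40% in these data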;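 note: peak over basal fluorescence ratio in a 140 s read after ATP addition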
CHRM1 PAM: human M1 muscarinic receptor positive allosteric modulators, primary screen, CHO-K1 cells, Fluo-8 calcium fluorescence, 1536-well | Muscarinic acetylcholine receptor M1 (Homo sapiens), P11229 | CHO-K1 hM1, ACh EC20; 0% = ACh EC20, 100% = maximal ACh | activation, % at 3 µM | 360,000 tested, 0.088% active; in the data active = activation above about 19%, passing the limit was not always enough
CHRM1 antagonist: human M1 muscarinic receptor antagonists, primary screen, CHO-K1 cells, Fluo-8 calcium fluorescence, 1536-well. Muscarinic acetylcholine receptor M1 (Homo sapiens), P11229. CHO-K1 hM1, ACh EC80 antagonist. inhibition, % at 3 µM. 360,000 tested, 1.3% active. AID 588852, 2011;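 active = percent inhibition above its own plate's cutoff, namely the mean of that plate's compound wells plus 3 SD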;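 note: peak over basal fluorescence ratio during 140 s after agonist addition; 0% = ACh EC80 plus DMSO and 100% = DMSO alone without agonist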
CHO-K1 Ca antag: nonselective inhibitor or artifact in parental CHO-K1 cells; ATP-induced calcium, Fluo-8 fluorescence; inhibition, % at 3 µM; 360,000 tested, 0.6% active;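 active = inhibition above a per-plate cutoff, the plate's mean sample inhibition plus 3 SD, cut at about 24% in these data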;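 note: 0% = DMSO plus EC80 ATP and 100% = DMSO alone without ATP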
CHO parental Ca: ATP-evoked calcium signal inhibitors, parental CHO, primary screen, counter-screen for OX1R antagonist project, cell-based, fluorescence, Fluo-8 calcium dye | parental CHO-K1, ATP-induced calcium, Fluo-8 fluorescence | inhibition, % at 5.6 µM | 330,000 tested, 0.63% active;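 active = inhibition above that plate's mean sample inhibition plus 3 SD, cut at about 26% in these data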;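 note: 0% = ATP-challenged DMSO wells and 100% = DMSO wells without ATP; some compounds past the cut are filed as inactive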
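Test system: untransfected parental CHO cell line. Compound: one dose, 5.6 µM nominal. Detection: intracellular calcium via Fluo-8 no-wash fluorescent dye. Measure: % inhibition. Benchmarks: ATP-challenged DMSO wells low, unchallenged DMSO wells high.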
TAAR1 agonist: human TAAR1 agonists, primary screen, Fluo-8 calcium fluorescence, CHO RD-HGA16 cells | Trace amine-associated receptor 1 (Homo sapiens), Q96RJ0 | 360,000 tested, 0.99% active | vehicle wells 0%, saturating PEA agonist 100% | activation, % at 3 µM;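 active = activation above the mean activation of all test compounds in the run plus 3 SD, cut at about 38% in these data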
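Assay system: CHO-derived RD-HGA16 cells with stable Gα16 and human TAAR1; timing: 17-24 h seeding, 75 min 37 °C dye, 30 min RT; read-out: % activation from peak over basal fluorescence ratio, DMSO-to-PEA scaled; measured by: kinetic Fluo-8 calcium fluorescence; benchmarks: low control DMSO, high control PEA (EC100); doses: 3 µM single concentration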
The depositor's hits bear a star.

Screening COc1ccc(NS(=O)(=O)c2cc(C(=O)N3CCN(C/C=C/c4ccccc4)CC3)ccc2C)cc1 returned CHRM1 agonist 1, CHO-K1 Ca ag 12, TAAR1 antagonist 26, M1 PAM parental -2, CHRM1 PAM -8, CHRM1 antagonist 5, CHO-K1 Ca antag -2, CHO parental Ca -8 and TAAR1 agonist 10.
`NC(=O)c1ccc(NC(=O)CSC(=O)c2ccccc2)cc1` gave CHRM1 agonist 0, CHO-K1 Ca ag 0.2, TAAR1 antagonist -12, M1 PAM parental 11, CHRM1 PAM 3, CHRM1 antagonist -4, CHO-K1 Ca antag 0, CHO parental Ca -2 and TAAR1 agonist 23.
COc1ccc(NS(=O)(=O)c2cc(NC(=O)c3cccs3)ccc2N2CCCC2)cc1 was read as CHRM1 agonist -11, CHO-K1 Ca ag 0.6, TAAR1 antagonist 9, M1 PAM parental 7, CHRM1 PAM -6, CHRM1 antagonist -5, CHO-K1 Ca antag -5, CHO parental Ca -6 and TAAR1 agonist 17.
`Cc1cccc(C)c1N1CCN(C(c2ccnc3ccccc23)c2nnnn2-c2ccc3c(c2)OCCO3)CC1` (stereo not drawn) gave CHO-K1 Ca ag 1.3, TAAR1 antagonist -5, M1 PAM parental 14, CHO-K1 Ca antag -16 and TAAR1 agonist 0.
O=C(CN(Cc1ccccc1Cl)C(=O)c1csnn1)NCCc1ccccc1 was read as CHRM1 agonist -2, CHO-K1 Ca ag 2.1, TAAR1 antagonist 0, M1 PAM parental -9, CHRM1 PAM -1, CHRM1 antagonist 4, CHO-K1 Ca antag -16, CHO parental Ca -10 and TAAR1 agonist 1.
Screening O=C(c1c[nH]c(C(=O)C(Cl)(Cl)Cl)c1)c1c(F)cccc1F returned CHRM1 agonist -2, CHO-K1 Ca ag 0.1, TAAR1 antagonist 18, M1 PAM parental -9, CHRM1 PAM 4, CHRM1 antagonist -1, CHO-K1 Ca antag 5, CHO parental Ca -3 and TAAR1 agonist -1.
`Cc1ccc(F)c(NC(=O)CCc2ccccc2)c1` gave CHRM1 agonist -6, CHO-K1 Ca ag -0.3, TAAR1 antagonist 13, M1 PAM parental 11, CHRM1 PAM 8, CHRM1 antagonist -29, CHO-K1 Ca antag -7, CHO parental Ca -14 and TAAR1 agonist 17.
`COc1cccc(CNC(=O)C2CCC(CNc3c(N4CCC(C)CC4)c(=O)c3=O)CC2)c1` (stereo not drawn) gave CHRM1 agonist -5, CHO-K1 Ca ag -0.5, TAAR1 antagonist -15, M1 PAM parental -5, CHRM1 PAM 2, CHRM1 antagonist -5, CHO-K1 Ca antag -5, CHO parental Ca -6 and TAAR1 agonist 0.
Cc1cccc(NC(=O)COC(=O)CSc2ccccc2)c1C was read as CHRM1 agonist -2, CHO-K1 Ca ag -0.3, TAAR1 antagonist -2, M1 PAM parental 9, CHRM1 PAM 1, CHRM1 antagonist -2, CHO-K1 Ca antag -1, CHO parental Ca -7 and TAAR1 agonist 0.
COc1ccc(Cl)cc1C(=O)NNC(=O)COC(=O)CC(NC(C)=O)c1ccccc1 (stereo not drawn) was read as CHRM1 agonist -3, CHO-K1 Ca ag 0.2, TAAR1 antagonist -10, M1 PAM parental -22, CHRM1 PAM 2, CHRM1 antagonist -1, CHO-K1 Ca antag 21, CHO parental Ca -11 and TAAR1 agonist 1.
For CC(O)c1cccc(-c2ccc(CN3C[C@]4(CO)O[C@@H](CO)C[C@@H]4S3(=O)=O)cc2)c1 (stereo partly drawn) the results were CHRM1 agonist -1, CHO-K1 Ca ag 0.6, TAAR1 antagonist -16, M1 PAM parental 19, CHRM1 PAM 8, CHRM1 antagonist -17, CHO-K1 Ca antag -11, CHO parental Ca -10 and TAAR1 agonist 6.
For O=C(CCN1C(=O)c2ccccc2C1=O)Nc1ccc2c(c1)OCCO2 the results were CHRM1 agonist 1, CHO-K1 Ca ag 1.0, TAAR1 antagonist 16, M1 PAM parental -5, CHRM1 PAM 4, CHRM1 antagonist -4, CHO-K1 Ca antag -5, CHO parental Ca -12 and TAAR1 agonist 14.
CCCSc1nc(N)cc(=O)[nH]1 was read as CHRM1 agonist 2, CHO-K1 Ca ag 0.6, TAAR1 antagonist -25, M1 PAM parental 4, CHRM1 PAM 14, CHRM1 antagonist -16, CHO-K1 Ca antag -6, CHO parental Ca -5 and TAAR1 agonist 17.
For CC1(C)Cc2c(c(-c3ccco3)[nH]c(=O)c2C#N)CO1 the results were CHRM1 agonist -2, CHO-K1 Ca ag 0.5, TAAR1 antagonist 2, M1 PAM parental 9, CHRM1 PAM -4, CHRM1 antagonist -7, CHO-K1 Ca antag -10, CHO parental Ca -10 and TAAR1 agonist 6.
COc1ccc(C2C(C(C)=O)=C(O)C(=O)N2c2nccs2)cc1OC (stereo not drawn) was read as CHRM1 agonist -2, CHO-K1 Ca ag -0.1, TAAR1 antagonist -4, M1 PAM parental 20, CHRM1 PAM 8, CHRM1 antagonist -8, CHO-K1 Ca antag -12, CHO parental Ca -5 and TAAR1 agonist 0.
COc1cccc(C(=O)O/N=C(\N)CS(=O)(=O)c2ccccc2)c1 was read as CHRM1 agonist 0, CHO-K1 Ca ag -0.4, TAAR1 antagonist -23, M1 PAM parental -16, CHRM1 PAM 0, CHRM1 antagonist -2, CHO-K1 Ca antag 5, CHO parental Ca -2 and TAAR1 agonist 4.
`CCCOc1ccc(C(=O)O/N=C(\CC)c2ccc(C)cc2)cc1` gave CHRM1 agonist -8, CHO-K1 Ca ag 0.7, TAAR1 antagonist 34, M1 PAM parental 12, CHRM1 PAM 12, CHRM1 antagonist -14, CHO-K1 Ca antag -3, CHO parental Ca -7 and TAAR1 agonist 4.
Screening CCn1c(SCC(=O)NCC2CCCO2)nnc1-c1ccc(Cl)cc1 (stereo not drawn) returned CHRM1 agonist 1, CHO-K1 Ca ag -0.4, TAAR1 antagonist 7, M1 PAM parental -16, CHRM1 PAM 10, CHRM1 antagonist 3, CHO-K1 Ca antag 12, CHO parental Ca -9 and TAAR1 agonist 7.
Screening COC(=O)N1CCN(c2ccc(Cl)c(Cl)c2)CC1 returned CHRM1 agonist -1, CHO-K1 Ca ag 8.3, M1 PAM parental 7, CHRM1 PAM -5, CHRM1 antagonist 10, CHO-K1 Ca antag 7 and CHO parental Ca -4.
`CC(C)(C)C1CCC(=NNC(=S)Nc2cccnc2)CC1` (stereo not drawn) gave CHRM1 agonist -7, CHO-K1 Ca ag 0.3, TAAR1 antagonist 14, M1 PAM parental 13, CHRM1 PAM 3, CHRM1 antagonist -3, CHO-K1 Ca antag 0, CHO parental Ca -14 and TAAR1 agonist -2.
Screening COc1ccnc(Oc2ccccc2)c1C(N)=O returned CHRM1 agonist -2, CHO-K1 Ca ag -0.4, TAAR1 antagonist 11, M1 PAM parental -13, CHRM1 PAM 6, CHRM1 antagonist -5, CHO-K1 Ca antag 27*, CHO parental Ca -5 and TAAR1 agonist 0.
Screening CC(=O)N(C)c1ccc(OCC(O)CN(Cc2ccco2)S(=O)(=O)c2ccc(C)cc2)cc1 (stereo not drawn) returned CHRM1 agonist 1, CHO-K1 Ca ag 3.0, TAAR1 antagonist 16, M1 PAM parental -4, CHRM1 PAM -4, CHRM1 antagonist 3, CHO-K1 Ca antag 11, CHO parental Ca -1 and TAAR1 agonist 9.
For C=C1CC2C3CC[C@@]4(OCOC45COCO5)[C@@]3(C)C(O)CC2[C@@]2(C)CCC(=O)C=C12 (stereo partly drawn) the results were CHRM1 agonist -5, CHO-K1 Ca ag 3.7, TAAR1 antagonist -24, M1 PAM parental 20, CHRM1 PAM 6, CHRM1 antagonist -4, CHO-K1 Ca antag -12, CHO parental Ca -20 and TAAR1 agonist 28.
`O=C(Nc1ccc2oc(-c3ccncc3)nc2c1)c1ccc(F)cc1` gave CHRM1 agonist -4, CHO-K1 Ca ag 0.1, TAAR1 antagonist -22, M1 PAM parental -7, CHRM1 PAM -1, CHRM1 antagonist 2, CHO-K1 Ca antag 0, CHO parental Ca 8 and TAAR1 agonist 3.
`CCOCCCNC(=O)Cc1ccc(Br)cc1` gave CHRM1 agonist -7, CHO-K1 Ca ag 0.0, TAAR1 antagonist -7, M1 PAM parental 14, CHRM1 PAM 1, CHRM1 antagonist -5, CHO-K1 Ca antag -7, CHO parental Ca 1 and TAAR1 agonist 3.
`O=C(Nc1ccccc1N1CCCC1)C1CCN(S(=O)(=O)c2cccc(C(F)(F)F)c2)CC1` gave CHRM1 agonist -6, CHO-K1 Ca ag 0.1, TAAR1 antagonist 11, M1 PAM parental 16, CHRM1 PAM 0, CHRM1 antagonist -5, CHO-K1 Ca antag -7, CHO parental Ca -16 and TAAR1 agonist -2.
`Cc1cc2n(n1)C(c1ccc(O)cc1)Nc1ccccc1-2` (stereo not drawn) gave CHRM1 agonist 1, CHO-K1 Ca ag -0.7, TAAR1 antagonist 11, M1 PAM parental -8, CHRM1 PAM 5, CHRM1 antagonist 0, CHO-K1 Ca antag 14, CHO parental Ca -2 and TAAR1 agonist 0.
`CC1=CC(=O)C(C(C)C)=C/C1=N\OC(=O)c1cccc2nc(C)oc12` gave CHRM1 agonist -5, CHO-K1 Ca ag 0.1, TAAR1 antagonist -12, M1 PAM parental -8, CHRM1 PAM 0, CHRM1 antagonist 2, CHO-K1 Ca antag 12, CHO parental Ca -4 and TAAR1 agonist 0.
Cc1ccc(C(=O)c2oc3ccccc3c2NC(=O)c2cc(-c3cc(C)ccc3O)n[nH]2)cc1 was read as CHRM1 agonist 0, CHO-K1 Ca ag -0.2, TAAR1 antagonist -13, M1 PAM parental 13, CHRM1 PAM 9, CHRM1 antagonist -30, CHO-K1 Ca antag -15, CHO parental Ca -4 and TAAR1 agonist 1.
CCO[C@H]1OC(C(=O)N2CCOCC2)=C[C@@H](C2CC2)[C@@H]1CCCO was read as CHRM1 agonist -5, CHO-K1 Ca ag -0.4, TAAR1 antagonist -3, M1 PAM parental 10, CHRM1 PAM -3, CHRM1 antagonist 9, CHO-K1 Ca antag 3, CHO parental Ca -3 and TAAR1 agonist 2.

From PubChem BioAssay
